Screens deposited in PubChem by National Center for Advancing Translational Sciences (NCATS).
aSyn yeast inh – alpha-synuclein toxicity inhibition in yeast | Yeast expressing alpha-synuclein, growth rescue, BacTiter-Glo, 24 h | Potency, µM (series often up to 46.1 µM), inactives show top-dose growth rescue (activation), actives largely listed as activators | 370,000 compounds, 0.14% hits | AID 652106; note: potency is the fitted concentration of half-maximal effect; % of control where 0% means no effect; nearly all actives have a fitted effect of over 65% in size
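Screening used galactose-induced yeast with toxic alpha-synuclein levels, exposed to compound for 24 hr at 30 deg C. Cell growth, read with BacTiter-Glo luminescence, gave the measured signal.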
EPAC1 agonist – agonists of human EPAC1. O95398. Potency, µM (highest dose often 154 µM), for the others: at the highest dose activation, actives largely listed as activators. EPAC1 agonist qHTS, biochemical assay; response scale: 100% = response to 6.5 mM cAMP. 360,000 compounds, 0.073% hits; note: potency is the fitted concentration of half-maximal effect; nearly all actives have a fitted effect of over 60% in size
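Nucleotide exchange assay: 100 nM EPAC1 with 250 nM Rap1B loaded with BODIPY-GDP and 50 uM GDP, room temperature. Fluorescence (480/540 nm) read every 5 min for 30 min; signal change normalized to 6.5 mM cAMP as full agonist.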
IL2 activator – IL-2 activation; IL-2 activation reporter assay, cell-based qHTS; stimulated with anti-CD3/CD4/CD28 beads; in transgenic mouse T cells; activation, % (series mostly up to about 46 µM); 360,000 compounds, 0.065% hits; AID 652025; in the data active = activation above about 50%; inconclusive = mostly about 30% to 49%; note: 0% is about no effect
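First, unstimulated transgenic mouse T cells were exposed to compound for 60 min. Next, anti-CD3/anti-CD4-coated beads with anti-CD28 were added. Finally, after 18 h at 37 degrees C, EGFP and DsRed were imaged.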
FUS yeast rescue – rescues growth of FUS-expressing yeast. S. cerevisiae FUS-expressing, growth rescue, OD600, 24 h. Potency, µM (titrated, usually from 76.6 µM), for the others: top-dose growth rescue (activation), hits mostly activators. 390,000 compounds, 0.24% hits;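 note: potency is the fitted concentration of half-maximal effect; plate controls were DMSO vehicle for no effect and reference control for full effect; nearly all actives have a fitted effect of over 55% in size; some results filed as inactive show a strong effect at the top dose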
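Yeast expressing FUS under galactose induction, OD 0.005 in 2% galactose medium; compounds in a dilution series, 24 h at 30C. Growth rescue by absorbance at 600 nm; CP55940 positive control, DMSO negative.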
Abeta yeast res – A-beta toxicity reversal in yeast | yeast expressing A-beta42, growth rescue, OD600, 48 h; response scale: 0% DMSO, 100% iron-clioquinol control | Potency, µM (doses to about 46.1 µM), inactives show at the top dose growth rescue, hits mostly activators | 410,000 compounds, 0.063% hits; note: potency is the fitted concentration of half-maximal effect; nearly all actives have a fitted effect of over 55% in size
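Yeast growth medium received pinned compounds, then yeast cells expressing toxic A-beta were added; plates incubated at 30 C for 48 hr. Growth read as absorbance at 600 nm, normalized to DMSO and equimolar FeCl3 plus clioquinol controls.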
PLK1 PBD inh – PLK1 (human) polo-box domain binding inhibition | P53350 | 360,000 compounds, 2.8% hits | AID 720504 | Plk1 PBD binding of FITC phosphopeptide, fluorescence polarization | Potency, µM, without a hit: max response, negative = inhibition, actives largely listed as inhibitors; note: potency is the fitted concentration of half-maximal effect; series mostly up to about 57 µM; % is set by controls: 0 for no effect and ±100 for the full control effect; nearly all actives have a fitted effect of over 65% in size
Target sequence (P53350 whole entry, looked up, the tested form may be a part): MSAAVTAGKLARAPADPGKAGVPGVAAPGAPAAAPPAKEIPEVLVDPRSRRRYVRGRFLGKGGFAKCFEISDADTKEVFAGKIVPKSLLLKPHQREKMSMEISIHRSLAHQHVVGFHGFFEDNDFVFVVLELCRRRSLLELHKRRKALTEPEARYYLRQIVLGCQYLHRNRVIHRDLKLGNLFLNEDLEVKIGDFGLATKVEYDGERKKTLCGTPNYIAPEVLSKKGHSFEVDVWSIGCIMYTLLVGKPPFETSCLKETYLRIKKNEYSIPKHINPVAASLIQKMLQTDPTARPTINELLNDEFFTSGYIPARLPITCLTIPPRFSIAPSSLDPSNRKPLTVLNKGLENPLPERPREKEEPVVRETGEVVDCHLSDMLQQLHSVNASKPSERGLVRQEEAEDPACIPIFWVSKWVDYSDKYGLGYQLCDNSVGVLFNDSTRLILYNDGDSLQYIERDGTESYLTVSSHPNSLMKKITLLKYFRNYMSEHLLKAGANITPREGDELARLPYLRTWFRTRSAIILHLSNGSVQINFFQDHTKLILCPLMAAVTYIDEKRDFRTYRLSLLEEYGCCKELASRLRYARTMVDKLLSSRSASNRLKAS
PI5P4K alpha inh – inhibitors of human PI5P4K alpha; P48426; PI5P4Kalpha enzyme, ADP-Glo luminescence, 60 min; stronger effect = lower value; max response, %; 330,000 compounds, 1.2% hits; active = max response of -50% or lower; inconclusive = between -30% and -50%; inactive = -30% or higher; note: value at the top dose of about 77 µM; % is set by controls: 0 for no effect and ±100 for the full control effect
Target sequence (P48426 whole entry, looked up): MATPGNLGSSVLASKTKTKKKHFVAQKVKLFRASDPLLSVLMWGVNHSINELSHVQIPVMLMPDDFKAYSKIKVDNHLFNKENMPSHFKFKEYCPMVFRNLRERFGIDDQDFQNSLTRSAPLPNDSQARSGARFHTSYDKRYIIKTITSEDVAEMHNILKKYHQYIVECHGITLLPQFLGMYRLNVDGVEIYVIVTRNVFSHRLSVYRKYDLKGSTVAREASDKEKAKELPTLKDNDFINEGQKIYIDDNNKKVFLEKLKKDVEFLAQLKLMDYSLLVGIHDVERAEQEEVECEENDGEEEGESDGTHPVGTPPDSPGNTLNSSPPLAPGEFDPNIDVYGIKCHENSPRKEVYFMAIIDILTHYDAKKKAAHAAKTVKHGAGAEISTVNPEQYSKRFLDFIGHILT
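Compounds were pin-transferred onto PI5P4Kalpha and substrate in HEPES pH 7.4 buffer with EGTA, CHAPS and 5% DMSO. ATP (5 microM final) started the reaction, which ran 60 minutes at room temperature before ADP-Glo detection.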
EPAC1 antagonist – antagonists of human EPAC1; O95398; EPAC1 GEF assay, Rap1b-BODIPY-GDP exchange fluorescence; Potency, µM (top dose mostly 115 µM), inactives show top-dose activity change, negative = inhibition, most hits filed as inhibitors; 360,000 compounds, 0.14% hits; AID 720709;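 note: potency is the fitted concentration of half-maximal effect; plate controls were vehicle for no effect and positive control for full effect; nearly all actives have a fitted effect of over 50% in size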
WRN inhibitor – WRN helicase (human) inhibition; WRN helicase unwinding, fluorescent forked duplex, kinetic; Potency, µM (series often up to 114 µM), for inactives: top-dose activity change, negative = inhibition, hits mostly inhibitors; 360,000 compounds, 0.46% hits; Q14191; note: potency is the fitted concentration of half-maximal effect; % is set by controls: 0 for no effect and ±100 for the full control effect; nearly all actives have a fitted effect of over 55% in size
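WRN at 20 nM final was preincubated with compound for 15 min at room temperature; reaction started with 100 nM forked duplex oligonucleotide carrying fluorophore and quencher plus 2 mM ATP (final). Unwinding followed kinetically by red fluorescence (ex 525/em 598 nm).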
An asterisk follows results filed as active; ? = inconclusive; nt = no result given; [ ] = remark or other dose. Unless noted, calls come from the whole dose curve; as a rule, active = well fitted curve in the direction sought with a large enough effect; inconclusive = small, poorly fitted or top-dose-only effect, or another doubt; inactive = no such curve, though single readings can be large; an effect the other way counts as inactive or inconclusive.

SMILES | aSyn yeast inh | EPAC1 agonist | IL2 activator | FUS yeast rescue | Abeta yeast res | PLK1 PBD inh | PI5P4K alpha inh | EPAC1 antagonist | WRN inhibitor
N#Cc1ccc(-c2nc3ccc(Cl)cn3c2Cc2cccc(F)c2)cc1 | -1% | 9% | -0.9 | 0% | -9% | 2% | -1 | ? | -8%
COc1ccccc1Oc1cc(C#N)c(C#N)cc1-n1nnc2ccccc21 | -8% | 8% | -2.1 | 8% | -5% | -2% | nt | 7% | -4%
O=C(O)c1ccc(-n2nnnc2SCc2ccccc2Br)cc1 | 15% | -3% | 1.4 | -21% | 3% | 7% | -18 | 0% | 3%
COc1ccc(-c2[nH]ncc2CN2CCC(OCc3ccccc3)CC2)c(F)c1 | -2% | 9% | -0.3 | 0% | 3% | -7% | -1 | 4% | -1%
CCN(Cc1ccncc1)C(=S)NCc1ccccc1 | 0% | -7% | -0.1 | 18% | -3% | ? | -3 | 10% | -2%
N#Cc1ccc(-c2csc(NC(=O)c3cc(-c4cccs4)nc4ccccc34)n2)cc1 | -6% | 2% | 0.1 | -3% | 5% | ? | -4 | -4% | -11%
CC(=O)NCC(=O)N(Cc1ccco1)C1(C(=O)NC2CCCCC2)CCCCC1 | -1% | 8% | -1.2 | 14% | 2% | ? | -6 | 3% | 4%
COC(=O)COc1ccccc1C(=O)Nc1ccc(OC)cc1 | 1% | 6% | -3.6 | -6% | -5% | -13% | -2 | -2% | -28%[57.1 µM]
Nc1cc(N2CCCC2)ccc1[N+](=O)[O-] | 2% | -4% | -0.6 | 3% | 23% | -6% | 6 | -7% | -5%
CCOC(=O)c1cc(C#N)c(Nc2ccc(C)cc2)nc1C(F)(F)F | 0% | -4% | 1.5 | -25% | 6% | 0% | 3 | 2% | -22%
Cn1cnnc1SCc1ccccc1Br | 2% | -4% | 2.1 | 5% | 11% | 3% | -9 | 5% | -1%
NC(=O)C1CCN(C(=O)C2CCN(C(=O)Nc3ccccc3)CC2)CC1 | 13% | -4% | 1.2 | -2% | -6% | 3% | 4 | 7% | -3%
COc1ccc(NC(=O)CSc2nc3ccccc3nc2N2CCCC2)c(OC)c1 | 3% | 1% | 0.1 | -20% | -13% | -6% | 2 | -11% | -3%
CCc1cccc(CC)c1NC(=O)c1cccc(NC(=O)c2ccccc2)c1 | -8% | 7% | -2.9 | 29% | 19% | 1% | -2 | -16% | -11%
C[C@@H]1CN([C@H](C)CO)C(=O)CCCn2nncc2CO[C@H]1CN(C)S(=O)(=O)c1ccc2c(c1)OCCCO2 | 0% | -1% | -0.4 | 25% | 3% | -8% | 3 | -17% | 3%
CSCCC(NC(=O)c1ccco1)C(=O)OCC(=O)N1c2ccccc2NC(=O)C1(C)C (configuration not stated) | 2% | -1% | -0.5 | -5% | 4% | 4% | -10 | 14% | -3%
Cc1ccnc2nc(C(=O)OCCOc3ccccc3)nn12 | -14% | -4% | -2.9 | 16% | 5% | -3% | 4 | 7% | 5%
CN1CCN(c2ncnc3c2ncn3[C@H]2CN(Cc3ccccc3)C[C@@H](CO)O2)CC1 | 2% | 0% | 0.6 | -19% | 28% | -3% | -4 | 12% | 4%
O=S(=O)(c1ccc2c(c1)OCCO2)N1CCC(c2nc3ccc(Cl)cc3[nH]2)CC1 | -4% | 19% | -2.8 | ? | 20% | -6% | nt | -26% | -6%
CCN(CC)C(=O)[C@H]1C[C@H](CC(=O)NCCCN(C)C)C(=O)N2CCc3c([nH]c4cc(-c5ccco5)ccc34)[C@]12C | -1% | 6% | 2.0 | 21% | -4% | -6% | -1 | 10% | -1%
CCC(=O)NC(=S)NNC(=O)COc1ccc(Br)cc1 | -5% | 0% | 4.6 | 8% | ? | -15% | -1 | 16% | 2%
O=C(CSc1nnc(-c2ccccc2)n1Cc1ccccc1)N1CCCC1 | -1% | 2% | 0.3 | 16% | -1% | -11% | -8 | 3% | 5%
Cc1onc(-c2ccccc2)c1C(=O)Nc1nncs1 | -3% | 4% | -0.8 | -15% | -20% | -10% | 5 | -16% | -1%[57.1 µM]
Cc1c(Cl)cccc1NC(=O)CN(C1CCCCC1)S(C)(=O)=O | -1% | 4% | -0.3 | -3% | 0% | -12% | 4 | -1% | 3%
Cc1c(Cl)cccc1N1C(=O)CC(NNC(=O)c2cccs2)C1=O (configuration not stated) | 3% | -8% | -1.9 | 21% | -6% | 2% | 3 | -12% | -20%

Profiles from above. Order of screens: aSyn yeast inh, EPAC1 agonist, IL2 activator, FUS yeast rescue, Abeta yeast res, PLK1 PBD inh, PI5P4K alpha inh, EPAC1 antagonist, WRN inhibitor
Entry for C[C@@H]1CN([C@H](C)CO)C(=O)CCCn2nncc2CO[C@H]1CN(C)S(=O)(=O)c1ccc2c(c1)OCCCO2 = 0%, -1%, -0.4, 25%, 3%, -8%, 3, -17%, 3%
Entry for CCN(Cc1ccncc1)C(=S)NCc1ccccc1 = 0%, -7%, -0.1, 18%, -3%, ?, -3, 10%, -2%
Entry for O=C(CSc1nnc(-c2ccccc2)n1Cc1ccccc1)N1CCCC1 = -1%, 2%, 0.3, 16%, -1%, -11%, -8, 3%, 5%
Entry for Cc1c(Cl)cccc1NC(=O)CN(C1CCCCC1)S(C)(=O)=O = -1%, 4%, -0.3, -3%, 0%, -12%, 4, -1%, 3%

(listing goes on)
SMILES | aSyn yeast inh | EPAC1 agonist | IL2 activator | FUS yeast rescue | Abeta yeast res | PLK1 PBD inh | PI5P4K alpha inh | EPAC1 antagonist | WRN inhibitor
CCOC(=O)CSc1nc2cc3c(cc2cc1C#N)OCCO3 | -5% | 3% | -0.3 | -1% | 6% | -20% | -6 | 11% | 4%
CC(NC(=O)c1ccco1)C(=O)OCc1cccc(C(F)(F)F)c1 (configuration not stated) | 16% | -5% | 1.6 | -27% | 3% | -3% | -8 | -28% | 8%
Cc1cccc(C(=O)Nc2cccc3c2CCCC3)c1 | 7% | -6% | -1.1 | -9% | 19% | 8% | -22 | -7% | -1%
Cc1nc2cc3ccccc3cc2n1C | -18% | -3% | -2.6 | -7% | -10% | -5% | 7 | 6% | 6%
CN(C)c1cccc2c(S(=O)(=O)NCc3ccc(S(N)(=O)=O)cc3)cccc12 | -3% | 5% | -0.7 | -5% | 11% | -5% | -4 | 7% | -30%
N#Cc1ccc(C23CC4CC(CC(C4)C2)C3)[nH]c1=O | -1% | 3% | -4.1 | 7% | 7% | -8% | 1 | -10% | 1%
Cc1ccc2nc(NC(=O)CSCC(=O)OCC(=O)c3ccccc3)sc2c1 | 1% | -4% | 4.0 | nt | 2% | -23% | 1 | 3% | -3%
Cc1ccc(NC(=O)N2CCC(NC(=O)c3cccc(F)c3)CC2)cc1 | 1% | -1% | -2.0 | 15% | -21% | -2% | 5 | -4% | 1%
O=C(/C=C/c1ccccc1[N+](=O)[O-])NCCN1C(=O)S/C(=C\c2ccc(F)cc2)C1=O | 2% | -6% | 0.6 | -7% | 2% | -2% | 4 | -5% | -1%
COc1ccc(CNC(=O)C2CCCN2S(=O)(=O)c2ccc(F)cc2)cc1 (configuration not stated) | 0% | 5% | 0.6 | -11% | -2% | 2% | 4 | 3% | -4%
CCn1c(=S)[nH]c2ccccc21 | 3% | 2% | -0.1 | 22% | 24% | -16% | 3 | ? | 0%
N#Cc1cc(C(=O)c2ccccc2OCC(=O)Nc2ccccc2Cl)cn(C2CCCCC2)c1=O | -5% | 17% | 1.6 | 36% | 1% | -7% | -6 | -3% | -6%
Cc1ccc(CNC(=O)CCC2CCCN(Cc3cc4ccccc4o3)C2)o1 (configuration not stated) | 6% | -3% | -0.7 | 21% | 23% | -8% | 5 | 4% | -7%
COC(=O)c1cc(OC)c(OC)cc1NC(=O)c1cc(OC)cc(OC)c1 | 8% | 13% | -0.6 | 15% | 3% | -9% | -2 | -2% | -11%[57.1 µM]
COc1ccc(C2C(C(=O)/C=C/c3ccco3)=C(O)C(=O)N2CCN2CCOCC2)cc1OC (configuration not stated) | -4% | -3% | -2.8 | ? | 10% | ? | -11 | 4% | -2%
CCN1CCc2c(OCC(=O)N3CCC(C)CC3)cccc2C1=O | -2% | 0% | -2.1 | 9% | 8% | 5% | 5 | -29% | -7%[57.1 µM]
O=C(CSc1nc(O)cc(=O)n1-c1ccccc1)N1CCCCC1 | -1% | 0% | -1.5 | 1% | 6% | 1% | nt | 5% | 2%

2 records drawn at random from those above, as already listed:
SMILES | aSyn yeast inh | EPAC1 agonist | IL2 activator | FUS yeast rescue | Abeta yeast res | PLK1 PBD inh | PI5P4K alpha inh | EPAC1 antagonist | WRN inhibitor
CN(C)c1cccc2c(S(=O)(=O)NCc3ccc(S(N)(=O)=O)cc3)cccc12 | -3% | 5% | -0.7 | -5% | 11% | -5% | -4 | 7% | -30%
O=S(=O)(c1ccc2c(c1)OCCO2)N1CCC(c2nc3ccc(Cl)cc3[nH]2)CC1 | -4% | 19% | -2.8 | ? | 20% | -6% | nt | -26% | -6%
